# Bioassay records from PubChem.
# 697 NFkB inh = inhibitors of the PMA/ionomycin-induced NF-kB reporter in 697 B cells. 697 B-cell NF-kB luciferase reporter, 16 h. AID 435022. actives 0.33% (n = 330,000). inhibition, % at 4 µM; in the data active means inhibition above about 35%
# XBP1 UPR activ = activators of adaptive arm of unfolded protein response (XBP1); CHO-XBP1 luciferase reporter, IRE1-XBP1 UPR activation, luminescence; percent of tunicamycin response, DMSO as zero; activation, % at 20 µM; actives 0.33% (n = 330,000); AID 463104;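 active means versus positive control, 20 µM dose yields 30% or more activation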;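 further: 100% = tunicamycin at 10 µg/mL and 0% = DMSO only wells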
#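 Material: CHO cell line with stable XBP1 luciferase reporter; schedule: 16-18 h cell attachment at 37 °C, then 6 h compound exposure; signal: glow luminescence from Steady-Glo reagent; medium: serum-containing F12 medium, 10% FBS; benchmarks: tunicamycin 10 µg/mL and vehicle-only wells; read-out: percent activation relative to tunicamycin reference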
# Mdm2-MdmX inh = disrupts the human Mdm2-MdmX interaction; actives 3% (n = 330,000); O15151+Q00987; inhibition, % at 8 µM; SaOS-2 split-luciferase Mdm2/MdmX complementation, luminescence;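 active means inhibition of at least 50% at 8 µM in the primary screen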
# Target sequence (O15151 whole entry, looked up): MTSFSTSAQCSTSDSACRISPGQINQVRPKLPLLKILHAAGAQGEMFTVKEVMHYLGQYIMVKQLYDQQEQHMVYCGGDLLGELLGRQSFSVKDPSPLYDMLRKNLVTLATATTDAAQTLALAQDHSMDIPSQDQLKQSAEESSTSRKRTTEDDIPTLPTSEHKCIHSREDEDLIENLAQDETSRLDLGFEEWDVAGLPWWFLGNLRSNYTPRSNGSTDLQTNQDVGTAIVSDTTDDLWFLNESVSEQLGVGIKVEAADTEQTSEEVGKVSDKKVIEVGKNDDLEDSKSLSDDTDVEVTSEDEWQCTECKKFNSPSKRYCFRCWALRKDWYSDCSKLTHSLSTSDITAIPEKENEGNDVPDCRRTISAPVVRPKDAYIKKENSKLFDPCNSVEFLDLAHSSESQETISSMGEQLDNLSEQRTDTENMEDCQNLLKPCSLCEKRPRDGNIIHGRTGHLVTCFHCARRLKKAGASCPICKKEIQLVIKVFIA
# Target sequence (Q00987 whole entry, looked up): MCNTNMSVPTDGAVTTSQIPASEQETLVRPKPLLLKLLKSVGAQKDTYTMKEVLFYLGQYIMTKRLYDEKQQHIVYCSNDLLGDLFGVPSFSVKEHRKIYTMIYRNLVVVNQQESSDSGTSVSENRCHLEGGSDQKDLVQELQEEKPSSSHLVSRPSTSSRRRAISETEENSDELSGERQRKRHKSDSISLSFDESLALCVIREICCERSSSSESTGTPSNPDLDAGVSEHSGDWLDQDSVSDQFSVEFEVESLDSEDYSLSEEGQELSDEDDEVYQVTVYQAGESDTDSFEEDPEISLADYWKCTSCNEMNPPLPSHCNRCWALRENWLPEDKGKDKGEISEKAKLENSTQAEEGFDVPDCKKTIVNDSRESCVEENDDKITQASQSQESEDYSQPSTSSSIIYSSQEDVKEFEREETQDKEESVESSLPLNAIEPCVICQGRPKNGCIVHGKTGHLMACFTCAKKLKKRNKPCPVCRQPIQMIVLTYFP
# Jurkat NFkB inh = lowers PMA/ionomycin-induced NF-kB signal in Jurkat cells | PMA/ionomycin-induced NF-kB luciferase reporter, luminescence | inhibition, % at 4 µM | actives 0.53% (n = 330,000) | AID 435003; in the data active means inhibition above about 50%
# UPR CHOP act = activators of apoptotic arm of unfolded protein response (CHOP); activation, % at 10 µM; actives 0.34% (n = 330,000); CHO-CHOP luciferase reporter, UPR activation, luminescence; percent of tunicamycin response over DMSO baseline; AID 449763;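 active means at 10 µM dose, activation of 40% or more, normalized to positive control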;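 further: 100% = tunicamycin at 10 µg/mL and 0% = DMSO alone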
#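 assay system = CHO CHOP reporter cells | amount = 500 CHO-CHOP cells per well | buffer or medium = F12 with 10% FBS | incubation = 16-18 h cell attachment, then 6 h compound exposure, 37 °C | detection = luminescence read with Steady-Glo | read-out = percent activation relative to tunicamycin control | controls = tunicamycin high control, DMSO low control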
# tim10-1 inh = tim10-1 yeast growth inhibition | AID 463190 | inhibition, % at 20 µM | S. cerevisiae tim10-1 ts strain growth, BacTiter-Glo, 24 h | actives 2.2% (n = 330,000);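 active means inhibition of at least 40%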;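 further: mutant grown at 25 °C; 0% = DMSO wells with yeast and 100% = wells holding no yeast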
# TIM10 inh = TIM10 yeast growth inhibition; S. cerevisiae TIM10 strain growth, BacTiter-Glo luminescence, 24 h; inhibition, % at 10 µM; actives 1.4% (n = 330,000);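 active means inhibition of 40% or more at the single tested concentration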;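 further: wild-type TIM10 isogenic control strain grown at permissive 25 °C; 0% = DMSO yeast wells and 100% = minimal medium wells without yeast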
# tim23-1 inh = inhibits growth of tim23-1 mutant yeast. S. cerevisiae tim23-1 growth, BacTiter-Glo luminescence, 24 h. inhibition, % at 20 µM. actives 1.3% (n = 330,000). AID 463212;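 active means growth inhibition of the mutant yeast at or above 50%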;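 further: temperature-sensitive mutant grown at 25 °C; plate controls were DMSO-treated mutant yeast for no effect and medium wells lacking yeast for full effect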
# * hit, by the source's call.
no.	molecule	697 NFkB inh	XBP1 UPR activ	Mdm2-MdmX inh	Jurkat NFkB inh	UPR CHOP act	tim10-1 inh	TIM10 inh	tim23-1 inh
1	COc1ccc(C(c2nnnn2CC2CCCO2)N2CCN(c3ccc(F)cc3)CC2)cc1 (stereo not drawn)	10	-2	6	-12	-1.9	8	-16	14
2	COC(=O)/C(=N/Nc1ccccc1Cl)Sc1nnc(C(O)c2ccccc2)n1-c1ccccc1 (stereo not drawn)	12	-5	-24	16	-0.1	27	24	20
3	C/C(=N\O)c1ccc2c3ccccc3n(C)c2c1	-54	8	-56	-59	3.9	44*	18	46
4	O=S(=O)(Nc1cccnc1)c1ccc(C2CCCCC2)cc1	2	1	17	4	-0.3	27	31	-5
5	COc1cccc(-c2cc(C(=O)Nc3ccccc3SC)no2)c1	-54	-1	9	-65	2.4	14	9	12
6	CCn1c(COc2cc(C)ccc2C(C)C)nnc1SCC(=O)Nc1nccs1	18	3	22	-8	-2.8	-51	-8	-2
7	Cc1ccc(CNC(=O)C2CCC(=O)N2C2CCCCC2)cc1 (stereo not drawn)	20	-1	8	-10	0.4	-5	0	-5
8	O=C1N2CN(C(c3ccccc3)c3ccccc3)CN=C2SC1(CO)CO	-1	-1	-10	2	0.9	12	-8	5
9	CCN(NC(=O)C(O)(c1ccc(F)cc1)c1ccc(F)cc1)C(=O)c1ccccc1	20	-4	18	10	-1.8	4	5	0
10	CCOC(=O)c1nc(NCc2ccccc2)c2ccccc2n1	8	4	13	6	1.8	10	15	17
11	CCC(=O)Nc1nonc1-c1nc2ccccc2n1N(C(=O)CC)C(=O)CC	26	2	26	-4	1.1	13	-3	33
12	CC(C)CNC(=S)N(CCCO)Cc1cc2cc3c(cc2[nH]c1=O)OCO3	-45	0	-15	-17	1.1	1	-9	8
13	COc1ccc(NC(=O)c2ccc(COc3ccccc3Br)o2)cc1OC	43*	1	21	2	-1.6	0	8	16
14	COc1ccc(CNC(=O)c2cc(=O)c3cc(C)cc(C)c3o2)cc1	-10	-1	-13	-24	0.7	-11	3	11
15	O=C(Nc1ccc2c(c1)OCCO2)N1CCN(Cc2ccccc2)CC1	-51	0	-30	-44	7.1	5	8	3
16	CN(Cc1nc(-c2cccnc2)no1)S(=O)(=O)c1ccc2ccccc2c1	-13	0	2	-11	1.8	30	15	30
17	COc1ccccc1OCCSc1nc2ccccc2n1CCO	-29	1	1	-18	1.3	7	-8	17
18	Cc1ccc(SCC(=O)Nc2nccs2)cc1	-2	1	-29	-26	2.2	13	1	10
19	CC(NC(=S)Nc1ccc(Cl)cc1Cl)C(c1cccs1)N1CCCC1 (stereo not drawn)	-21	3	15	7	-1.7	41*	26	34
20	O=C(NCCn1c(-c2ccncc2)nc2ccccc21)[C@H]1CCCN1c1nc(CN2CCCCC2)cs1	-9	1	1	-2	0.1	5	-16	4
21	O=C1CCCC2=C1C(c1ccco1)Nc1ccc3ccccc3c12 (stereo not drawn)	-9	3	0	-9	2.6	-1	8	5
22	O=C(/C(=C/O)N=Nc1ccccc1Cl)c1ccccc1	12	-4	14	-1	1.7	43*	91*	47
23	CCOc1ccc(CNCCN2CCCC2)cc1	16	-3	29	-8	2.3	8	2	-4
24	O=C(N/N=C/c1sc(N2CCOCC2)nc1-c1ccccc1)c1cccc(S(=O)(=O)N2CCCC2)c1	15	-3	79*	40	0.0	18	-4	21
25	COC(=O)c1cc(S(=O)(=O)N2CCN(c3cccc(C)c3)C(C)C2)c[nH]1 (stereo not drawn)	10	-3	0	15	1.3	6	15	-1

# 5 of the compounds above, with two lines to a compound:
# The line under a structure holds: 697 NFkB inh, XBP1 UPR activ, Mdm2-MdmX inh, Jurkat NFkB inh, UPR CHOP act, tim10-1 inh, TIM10 inh, tim23-1 inh
[16] CN(Cc1nc(-c2cccnc2)no1)S(=O)(=O)c1ccc2ccccc2c1
  -13, 0, 2, -11, 1.8, 30, 15, 30
[17] COc1ccccc1OCCSc1nc2ccccc2n1CCO
  -29, 1, 1, -18, 1.3, 7, -8, 17
[18] Cc1ccc(SCC(=O)Nc2nccs2)cc1
  -2, 1, -29, -26, 2.2, 13, 1, 10
[19] CC(NC(=S)Nc1ccc(Cl)cc1Cl)C(c1cccs1)N1CCCC1 (stereo not drawn)
  -21, 3, 15, 7, -1.7, 41*, 26, 34
[20] O=C(NCCn1c(-c2ccncc2)nc2ccccc21)[C@H]1CCCN1c1nc(CN2CCCCC2)cs1
  -9, 1, 1, -2, 0.1, 5, -16, 4

# Additional results
no.	molecule	697 NFkB inh	XBP1 UPR activ	Mdm2-MdmX inh	Jurkat NFkB inh	UPR CHOP act	tim10-1 inh	TIM10 inh	tim23-1 inh
26	CC(C)(C)NC(=O)CSc1nnc(-c2ccccn2)n1Cc1ccccc1	23	-3	3	3	0.8	5	2	18
27	Cc1ccc(S(=O)(=O)N2CCC(C(=O)Nc3nnc(-c4ccco4)s3)CC2)cc1	-17	-2	-4	-24	0.2	14	7	7
28	COc1ccc(OC)c2c(C)cc(N3CCN(C(=O)c4ccc(F)cc4)CC3)nc12	-19	-1	25	-15	-1.6	21	7	26
29	Cc1nc(NCC2CCCO2)c2nnn(Cc3ccccc3Cl)c2n1 (stereo not drawn)	17	0	8	5	-1.5	24	5	22
30	Cc1ccc(NCC(=O)N/N=C/c2c[nH]c3ccccc23)cc1	-17	3	25	0	-2.3	17	39	-6
31	COc1ccccc1CNC(=S)NC1CCCCC1	-3	0	8	-4	1.8	29	-12	18
32	COc1ccccc1CNC(=O)c1ccc(OC(F)F)c(OC)c1	0	-2	15	0	2.8	-5	-19	-37
33	CCC(=O)N1CCN=C1SCc1cccc(F)c1	-4	1	16	14	1.3	11	1	13
34	O=C(NCc1cccnc1)c1ccc2c(c1)C(=O)N(Cc1ccccc1)C2=O	5	-4	26	-11	1.3	-2	-6	-3
35	CCOc1ccc(NC(=O)C2CCCN(C(=O)Nc3ccccc3)C2)cc1 (stereo not drawn)	-5	1	-9	2	-0.1	10	-1	5
36	O=C(Nc1cc([N+](=O)[O-])ccc1F)c1ccc2ccccc2c1	1	4	25	-7	0.1	-2	-8	-13
37	CC(=O)Nc1ccc(C(=O)OCc2ccccc2Cl)cc1	-22	6	-7	-22	4.2	54*	42*	36
38	Cc1ccc(NC(=O)CN(C)C2CCCCC2)cc1Cl	14	-3	21	-2	-0.6	-15	-4	4
39	CCCS(=O)(=O)NCc1cn2cccc(C)c2n1	4	4	-25	10	0.6	-8	-3	-6
40	COc1ccc(C(=O)NCC(=O)n2nc(C)cc2C)cc1OC	-9	-1	-17	-5	0.8	13	-22	12
41	CC(C)Cc1cc(C(=O)N2CCCC(CO)(Cc3ccc(F)cc3F)C2)n[nH]1 (stereo not drawn)	9	-6	21	-13	0.8	13	11	28
42	CNC(=O)CSCc1c(F)cccc1Cl	0	-2	7	11	-0.8	9	-10	-4
43	CC(C)C[C@H](NC(=O)OC(C)(C)C)c1nnc(SCC(=O)Nc2ccc(Br)cc2)o1	7	-1	9	12	-1.9	12	5	4
44	CN(C)C(=O)C(OC(=O)c1ccc2ccccc2n1)c1ccccc1 (stereo not drawn)	-3	2	-20	6	1.2	6	8	12
45	CCOC(=O)c1c(C)nn(-c2ncccc2NC(=O)NC(C)C)c1C	-34	4	-8	-32	1.2	13	9	10
46	O=C(NC1CC1)c1cc(=S)[nH]c2ccccc12	7	-1	25	-7	-1.3	10	1	-6
47	COc1ccc(N2C(=O)CC(NCc3cccc(F)c3)C2=O)cc1 (stereo not drawn)	5	3	-39	5	0.7	9	19	23
48	O=C(Nc1ccccc1)c1ccc(NC2CCCCC2)c(S(=O)(=O)N2CCOCC2)c1	19	2	2	-26	-0.1	17	15	31
49	Cc1ccc(C(c2sc3nc(C)nn3c2O)N2CCN(c3ccccc3)CC2)cc1 (stereo not drawn)	19	-3	21	5	1.0	23	38	6
50	CCSc1nnc(NC(=O)CN2C(=O)N(C)C3(CCCCC3)C2=O)s1	7	-4	5	6	0.7	97*	10	9

# Going on with the list:
no.	molecule	697 NFkB inh	XBP1 UPR activ	Mdm2-MdmX inh	Jurkat NFkB inh	UPR CHOP act	tim10-1 inh	TIM10 inh	tim23-1 inh
51	COc1ccc(-n2c(SC3CCOC3=O)nc3ccccc3c2=O)cc1OC (stereo not drawn)	-7	0	-14	-16	-0.2	-1	6	15
52	CSc1ccc(/C=C(\C(=O)O)c2ccc(S(=O)(=O)N3CCCCC3)s2)cc1	4	-4	-30	-18	-1.9	13	5	3
53	COc1ccc(-n2ccc(=O)c(C(=O)O)n2)c(OC)c1	0	-5	-5	-11	-1.6	-4	1	7
54	O=C(CSc1nc2ccccc2s1)NC1CCS(=O)(=O)C1 (stereo not drawn)	0	-1	-9	-18	-1.5	-11	-2	8
55	COc1ccccc1N1CCN(S(=O)(=O)CCNC(=O)C23CC4CC(CC(C4)C2)C3)CC1	1	-6	33	-1	0.6	24	22	29
56	c1cc2cc(-c3c(-c4ccc5c(c4)OCO5)noc3-c3ccsc3)ccc2[nH]1	-70	7	-1	-48	5.4	29	13	20
57	O=C(COc1cccnc1[N+](=O)[O-])Nc1cc(Cl)ccc1Cl	-46	3	-22	-10	3.1	-4	-10	-4
58	CCN(c1ccccc1)S(=O)(=O)c1cccc(C(=O)OCC(=O)Nc2ccc(NC(C)=O)cc2)c1	16	-4	-3	-4	1.0	13	2	8
59	CC1=CC=CN2C1=NC(=O)CC2(C)C(=O)N(CC(=O)NC1CCCC1)c1ccccc1C (stereo not drawn)	21	2	25	5	-0.1	1	-14	-10
60	C=CCn1c(COc2ccc(Cl)cc2)nnc1SCC(=O)N/N=C/c1ccccc1	8	-2	-10	13	1.2	20	23	7
61	COc1ccc(/C=N/NC(=O)c2ccc(COc3cccc4cccnc34)cc2)cc1O	0	10	-1	0	6.0	9	8	0
62	Cc1ccccc1C(=O)N1CCC(C(=O)Nc2ccc3c(c2)OCCO3)CC1	0	-3	20	6	-0.1	6	10	-3
63	O=C(CCSc1ccc(Cl)cc1)N1CCN(c2ncccn2)CC1	-12	1	-93	-25	2.9	29	23	33
64	O=C(O)CCCCCN=Cc1c(O)c2ccccc2oc1=O	18	1	45	-1	-1.7	9	3	6
65	COc1ccc(Cl)cc1N(CC(=O)NC(C)(C)C)S(=O)(=O)c1ccc(C)c([N+](=O)[O-])c1	-5	0	24	7	-1.3	35	27	14
66	Cc1ccc(Cn2ccc(-c3cnc(-c4ccccc4)s3)n2)cc1	-74	-2	-36	-34	7.5	-14	-16	14
67	CCOC(=O)c1c(C)c(C(=O)Nc2ccccc2)c(C)n1CC	-7	1	16	-8	3.3	20	15	12
68	Cc1cccc(C)c1Nc1ncnc(N)c1[N+](=O)[O-]	-18	-1	6	9	0.1	19	2	13
69	CN(CCOc1ccccc1)C(=O)c1cc(S(=O)(=O)N2CCCCC2)ccc1Cl	5	-1	3	3	0.3	19	4	18
70	COc1ccc(CCNc2cc(C)nc3c(-c4ccccc4OC)cnn23)cc1OC	17	-2	-4	4	0.4	24	21	17
71	COc1cccc(C(=O)Nc2ccc(-c3nc4ccccc4o3)c(O)c2)c1	-94	1	10	-16	2.8	-5	9	7
72	CCCCOCC1CN(c2ccccc2)C(=O)CS1 (stereo not drawn)	3	0	10	-9	1.6	16	3	8
73	CN1CCN(/C=C(\C#N)S(=O)(=O)c2ccc(Cl)cc2)CC1	12	1	15	15	0.1	2	8	0
74	COc1ccccc1NC(=O)Nc1nc(CC(=O)N2CCN(c3ccccc3)CC2)cs1	-28	3	21	-8	1.9	9	11	14
75	S=C(Nc1ccccc1Cl)N(Cc1ccccc1)Cc1ccccn1	3	0	21	4	0.5	47*	2	33
76	O=C1CC(NNC(=O)c2ccccc2)C(=O)N1 (stereo not drawn)	16	-3	2	-9	-2.7	1	7	6
77	Cc1ccc(C(=O)N/C(=C\c2ccc(C)o2)C(=O)O)cc1	-2	1	9	-3	0.8	-11	-17	8
